Screens (PubChem)
Spn DPM-DC inh: inhibitors of Streptococcus pneumoniae diphosphomevalonate decarboxylase | purified DPM-DC, PK/LDH coupled NADH fluorescence | calls only at 10 µM | 65,000 compounds, 0.49% hits | AID 556;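 active = the 320 compounds with the highest percent inhibition in the single-dose primary screen, excluding strongly autofluorescent ones, cut at about 32% in these data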;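 also: kinetic rate of NADH fluorescence loss reporting ADP formed by the decarboxylase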
TNAP inhibition: inhibition of tissue-nonspecific alkaline phosphatase – biochemical, luminescent (AID 518) | purified TNAP enzyme, luminescent substrate readout; higher % means a stronger effect | inhibition, % at 20 µM, or IC50 in µM where a hit was titrated | 64,000 compounds, 0.09% hits; in the data active = a potency from the dose series; inactive = the rest, 99 in 100 with inhibition below about 22%;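 also: plate controls were vehicle for no effect and reference inhibitor for full effect; many of its hits are not listed in these tables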
LYP phosphatase: LYP phosphatase inhibitors, primary screen, biochemical, DiFMUP fluorescence, recombinant catalytic domain, 10 µM (AID 606). recombinant LYP catalytic domain, DiFMUP fluorescence; higher % means a stronger effect. 52,000 tested, under 10 active. inhibition, % at 10 µM; hits with a dose series show IC50 in µM;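 active = IC50 under 40 µM in the dose-response test; inactive = IC50 of 40 µM or more, or never dose-tested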
MK inhibit: S. pneumoniae mevalonate kinase inhibition | purified MK, PK/LDH-coupled NADH absorbance 340 nm | inhibition, % at 10 µM | 65,000 compounds, 0.48% hits;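 active = ranked among the strongest by inhibition in the single 10 µM screen, a fixed top-ranked set picked for dose follow-up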; also: no value below 0 was filed
HPDE-C7K KRASV12: viability loss of HPDE-C7K cells – cell-based, fluorescence, HTS, primary screen (AID 431) | one-dose cytotoxicity, % at 10 µM; EC50 in µM for titrated hits | HPDE-C7K KRASV12 cells, Alamar Blue viability, 48 h; higher % means a stronger effect | 63,000 compounds, 1.7% hits;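 active = compounds whose percent cytotoxicity in the single-dose primary screen, scaled between solvent and toxic-drug controls, exceeds 50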;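 also: 0% = DMSO solvent wells and 100% = doxorubicin-treated wells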
Bfl-1 inhibitors: displacement of Bid BH3 peptide from Bfl-1 – biochemical, fluorescence polarization, FITC-Bid, mouse, primary screen (AID 432) | FITC-Bid BH3 peptide fluorescence polarization displacement; higher % means a stronger effect | one-dose displacement, % at 20 µM; IC50 in µM for titrated hits | 64,000 compounds, 0.02% hits; in the data active = a potency from the dose series; inactive = the rest, 99 in 100 with displacement below about 15%; also: strong numbers were not always called active
HT1080 viability: HT1080 cell viability loss – fluorescence readout (AID 620); HT1080 viability, fluorescence; higher % means a stronger effect; cytotoxicity, % at 10 µM, or EC50 in µM where a hit was titrated; 87,000 compounds, 0.42% hits;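 also: cells exposed to compound overnight then 4 h with Alamar Blue; 0% = vehicle DMSO and 100% = killing control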
HPDE-C7 cytotoxicity: HPDE-C7 pancreatic duct cell viability loss – fluorescence, HTS (AID 430). HPDE-C7 pancreatic duct cells viability, fluorescence; higher % means a stronger effect. 63,000 compounds, 1.8% hits. cytotoxicity, % at 10 µM, or EC50 in µM where a hit was titrated;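 also: cells exposed to compound for 48 hours before viability readout; 0% = vehicle and 100% = reference cytotoxic drug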
PMK inhibit: inhibitors of Streptococcus pneumoniae phosphomevalonate kinase; AID 539; 65,000 compounds, 0.49% hits; purified PMK, PK/LDH-coupled NADH absorbance 340 nm; inhibition, % at 10 µM;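 active = top-ranked compounds by inhibition in the single 10 µM screen, taking a fixed number of the strongest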;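 also: 0% = full reaction with DMSO carrier and 100% = background rate without enzyme reaction; no value below 0 was filed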
PMK inhibit pilot replicates: recorded beside PMK inhibit, whose call it bears; inhibition, %; measured here: pilot screen replicates
MK inhibit pilot replicates: second read-out of MK inhibit, no call of its own (marks repeat the call); inhibition, %; measured here: pilot screen replicates
Spn DPM-DC inh pilot screen %: further read-out of Spn DPM-DC inh, marked with its call; inhibition, %; measured here: pilot screen trials
Active calls of the source: *; i = inactive; / = no result given; + = active, no number. Rule as the data show it, unless noted: active = cytotoxicity above about 50%; inactive = the rest.

SMILES	Spn DPM-DC inh	TNAP inhibition	LYP phosphatase	MK inhibit	HPDE-C7K KRASV12	Bfl-1 inhibitors	HT1080 viability	HPDE-C7 cytotoxicity	PMK inhibit	others
Cc1ccccc1-c1nn2c(-c3ccccc3)nnc2s1	i	13%	10%	0	11%	-2%	14%	-1%	3
Cc1ccc(S(=O)(=O)N2CCC(C(=O)N[C@@H](Cc3ccccc3)C(=O)O)CC2)cc1	i	7%	9%	9	-9%	3%	6%	-10%	8	PMK inhibit pilot replicates=2.0;MK inhibit pilot replicates=0.5;Spn DPM-DC inh pilot screen %=1.0
O=C(Nn1cnnc1)c1ccc(F)c(S(=O)(=O)N2CCCCC2)c1	i	12%	19%	10	4%	-2%	-1%	4%	12
CC1CN(S(=O)(=O)c2ccc(-c3nc4ccccc4s3)cc2)CC(C)O1 (stereo not given)	i	7%	9%	9	3%	-4%	-1%	-21%	0
COc1ccc(NC(=O)NCc2cccn2C)c(OC)c1	i	/	/	1	/	/	-13%	/	9
O=C(Nn1c(-c2ccccc2)nc2ccccc2c1=O)C1CCC1	i	6%	2%	1	11%	1%	4%	7%	13
O=C(N1CCN(Cc2ccc3c(c2)OCO3)CC1)C12CC3CC(CC(C3)C1)C2	i	-3%	/	11	-1%	-8%	-9%	8%	0
CC(=O)c1cccc(NC(=O)c2ccc(S(=O)(=O)N3CCCCC3)cc2)c1	i	2%	5%	9	-27%	3%	/	-16%	7
Cc1cccn2cc(CNC(=O)C3CCCCC3)nc12	i	5%	/	3	-12%	3%	6%	-15%	10
CCCC(=O)Nc1cc(Cl)ccc1N1CCN(C(=O)CC)CC1	i	8%	-8%	10	-2%	-6%	5%	5%	10
CC(Oc1ccc2oc(-c3ccccc3)c(C(=O)O)c2c1)C(=O)O (stereo not given)	/	20%	10%	5	-5%	6%	-3%	-2%	2	PMK inhibit pilot replicates=3.0;MK inhibit pilot replicates=0.0
CC(C)N1C(=O)CCC1C(=O)N1CCCc2ccccc21 (stereo not given)	i	2%	12%	0	1%	1%	26%	-6%	19
CCOc1ccc(OCC(=O)c2c(O)c3ccccc3oc2=O)cc1	i	10%	/	19	12%	1%	2%	11%	18
O=C(COC(=O)c1ccccn1)c1ccc(Br)cc1	i	0%	5%	0	-4%	1%	-7%	-11%	0
COc1ccc(-c2noc(-c3cc(C)cc(C)c3)n2)cc1OC	i	15%	-8%	5	8%	-3%	-4%	7%	4
COc1ccc(N=C2SC(C(=O)Nc3ccc4c(c3)OCO4)CC(=O)N2C)cc1 (stereo not given)	i	-1%	/	0	-25%	-12%	-11%	-18%	2
O=C(Nc1ccc(CN2CCCCC2)cc1)c1ccc(Br)o1	i	13%	9%	11	-25%	-1%	6%	-15%	6
CCCc1nn(C)c2c1C(c1ccncc1)C(C#N)=C(N)O2 (stereo not given)	i	6%	14%	5	-5%	3%	-2%	-4%	/
O=C(c1ccccc1)c1c[nH]c2cc3c(cc2c1=O)OCO3	i	1%	-9%	0	-28%	-12%	3%	-38%	0
COc1ccc(-c2n[nH]c(C)c2-c2ccc(Cl)cc2)c(O)c1OC	i	-26%	4%	8	-15%	3%	-2%	-29%	0	PMK inhibit pilot replicates=0.5;MK inhibit pilot replicates=3.0;Spn DPM-DC inh pilot screen %=0.0
CCCS(=O)(=O)N1CCCC(C(=O)NCCCN(CC)c2cccc(C)c2)C1 (stereo not given)	i	11%	/	1	8%	4%	-2%	3%	11
Cc1cc(NC(=O)C23CCC(C)(C(=O)O2)C3(C)C)no1 (stereo not given)	i	9%	9%	4	2%	-5%	0%	-6%	0	PMK inhibit pilot replicates=2.5;MK inhibit pilot replicates=4.5;Spn DPM-DC inh pilot screen %=7.5
COc1ccc(CNC(=O)c2cccc(N(C)C)c2)cc1	i	15%	7%	0	-8%	5%	9%	1%	0
N#CNC1=NCN(CCc2ccccc2)CN1	i	15%	/	9	-10%	-12%	-13%	-7%	10
N#C/C(C(=O)N1CCOCC1)=c1\s/c(=C/c2ccncc2)c(=O)n1-c1ccccc1	i	-2%	/	7	-14%	0%	10%	-6%	9

Filtered by structure: those above containing an aryl methoxy group.
SMILES	Spn DPM-DC inh	TNAP inhibition	LYP phosphatase	MK inhibit	HPDE-C7K KRASV12	Bfl-1 inhibitors	HT1080 viability	HPDE-C7 cytotoxicity	PMK inhibit	others
COc1ccc(NC(=O)NCc2cccn2C)c(OC)c1	i	/	/	1	/	/	-13%	/	9
COc1ccc(-c2noc(-c3cc(C)cc(C)c3)n2)cc1OC	i	15%	-8%	5	8%	-3%	-4%	7%	4
COc1ccc(N=C2SC(C(=O)Nc3ccc4c(c3)OCO4)CC(=O)N2C)cc1 (stereo not given)	i	-1%	/	0	-25%	-12%	-11%	-18%	2
COc1ccc(-c2n[nH]c(C)c2-c2ccc(Cl)cc2)c(O)c1OC	i	-26%	4%	8	-15%	3%	-2%	-29%	0	PMK inhibit pilot replicates=0.5;MK inhibit pilot replicates=3.0;Spn DPM-DC inh pilot screen %=0.0
COc1ccc(CNC(=O)c2cccc(N(C)C)c2)cc1	i	15%	7%	0	-8%	5%	9%	1%	0

(list continues)
SMILES	Spn DPM-DC inh	TNAP inhibition	LYP phosphatase	MK inhibit	HPDE-C7K KRASV12	Bfl-1 inhibitors	HT1080 viability	HPDE-C7 cytotoxicity	PMK inhibit	others
COCCNC(=O)c1cc2c(=O)n3cccc(C)c3nc2n1C	/	2%	/	4	6%	-2%	1%	53%*	4
Cc1nc(N2CCN(Cc3ccccc3)CC2)nc2c1C(=O)CC(c1ccco1)C2 (stereo not given)	i	11%	/	6	-2%	-2%	-4%	8%	0
CC(C)c1nc2oc3c(N4CCNCC4)ncnc3c2c2c1CCC2	i	-6%	9%	1	30%	1%	2%	-6%	6
COc1c(F)c(F)c(-c2csc(N)n2)c(F)c1F	i	9%	-6%	0	-17%	0%	-7%	6%	0
O=C1c2ccccc2NC2(CCCCC2)N1c1ccc(O)cc1	/	-3%	11%	9	9%	-1%	/	11%	9
CC(C)(C)NC(=O)C(c1cccs1)N(CC1CCCO1)C(=O)Cn1nnc(-c2cccs2)n1 (stereo not given)	i	10%	13%	0	5%	-8%	20%	-10%	7
COc1ccc(CN=CC2=C(O)CC(C)(C)CC2=O)cc1	i	7%	/	5	-4%	3%	0%	4%	13
CC1(C)OC(=O)CC1C(=O)NCc1ccccc1 (stereo not given)	i	15%	9%	1	4%	0%	6%	1%	0
CC(C)CC(=O)Nc1ccc(F)c(Cl)c1	i	2%	8%	3	-1%	-7%	-2%	0%	1
Cc1cc2ccccc2nc1SCC(=O)N1CCCC1	i	7%	/	22	-6%	-2%	-11%	-18%	13
O=C(O)CCS(=O)(=O)c1cccc2cccnc12	i	-2%	4%	2	-14%	8%	11%	-14%	0
CCOC(=O)C1=C(C)N=c2s/c(=C\C(=O)OC)c(=O)n2C1c1ccc(OC)cc1 (stereo not given)	i	6%	-2%	3	-17%	-7%	0%	-25%	5
Cc1nc2nc(-c3ccco3)[nH]n2c(=O)c1Cc1ccccc1	i	8%	4%	0	4%	-1%	/	7%	2
O=C(Cn1c(=O)n(Cc2ccco2)c(=O)c2ccccc21)NCC1CCCO1 (stereo not given)	i	-3%	2%	0	0%	-11%	-2%	-3%	14
O=C(Cn1cccc1)Nc1ccc(OC(F)(F)F)cc1	i	8%	0%	7	-3%	-5%	0%	-2%	12
O=C1CC(c2cccs2)Cc2nc(NCC3CCCO3)ncc21 (stereo not given)	i	6%	/	11	-6%	3%	-3%	-11%	7
Cc1ccc2c(c1)N(C(=O)CSc1nncn1C)C(C)(C)c1ssc(=S)c1-2	i	20%	10%	5	29%	-3%	-9%	14%	13
Cc1c(C#N)c2ccccc2n1CC(=O)NCC1CCCO1 (stereo not given)	i	7%	6%	7	-3%	-3%	5%	-1%	0
O=S(=O)(CCSc1nc2ccccc2o1)c1nc2ccccc2s1	i	0%	5%	2	5.3µM*	-4%	9%	4.9µM*	12
Cc1ccc(C(=O)O)cc1S(=O)(=O)N1CCC(C(=O)O)CC1	i	11%	9%	2	0%	-3%	0%	-1%	0
COc1ccc2[nH]c(=O)c(CN(C(=O)c3cccnc3)c3ccccc3OC)cc2c1	i	8%	3%	12	4%	6%	10%	-8%	6	PMK inhibit pilot replicates=5.0;MK inhibit pilot replicates=8.5;Spn DPM-DC inh pilot screen %=15
CNc1oc(-c2ccccc2)nc1C#N	/	6%	14%	9	-2%	5%	0%	-2%	5
CCc1cc(=O)oc2cc(C)cc(OC(C)C(=O)O)c12 (stereo not given)	/	4%	6%	9	-21%	-4%	-12%	-3%	1
O=C(Nc1ccc(Oc2ccccc2)cc1)c1ccco1	i	11%	15%	5	22%	-8%	2%	14%	2
Cc1ccc(/C=N/n2c(C)nnc2C)cc1	i	8%	-5%	4	-13%	1%	-9%	-12%	11
Remaining list, next part:
SMILES	Spn DPM-DC inh	TNAP inhibition	LYP phosphatase	MK inhibit	HPDE-C7K KRASV12	Bfl-1 inhibitors	HT1080 viability	HPDE-C7 cytotoxicity	PMK inhibit	others
CCOC(=O)CC(/C(C)=N\O)c1ccccc1 (stereo not given)	i	-1%	/	1	-4%	-6%	0%	-15%	4
Cc1ccccc1NCc1ccccc1O	i	4%	/	14	-4%	1%	2%	5%	16
Cc1cccc(N2CCN(C(=O)C3CCN(S(=O)(=O)c4cccc5cccnc45)CC3)CC2C)c1 (stereo not given)	i	11%	13%	10	19%	3%	-2%	11%	12
O=C(CSc1nnc(-c2cnccn2)n1Cc1ccco1)Nc1ccc(Br)cc1	i	14%	12%	14	-6%	-7%	1%	-8%	2
Cc1nc(CC(=O)Nc2nc(C(C)(C)C)cs2)cs1	i	-1%	/	0	-3%	-10%	4%	-1%	16
O=C(Nc1ccccc1Oc1ccccc1)C1CC1	i	2%	0%	8	-15%	-6%	3%	-20%	7
CC(NC(=O)C1CCN(c2nnc(-n3cccc3)s2)CC1)C12CC3CC(CC(C3)C1)C2 (stereo not given)	i	0%	9%	4	-14%	-2%	-3%	-6%	20
Cc1cc(C)nc(-n2nc(C)c(C3(O)C(=O)Nc4ccc(F)cc43)c2N)n1 (stereo not given)	i	-5%	/	0	-20%	-1%	-19%	-26%	20
O=C1c2oc3ccc(F)cc3c(=O)c2C(c2ccncc2)N1CCN1CCOCC1 (stereo not given)	i	-8%	10%	0	-12%	0%	-4%	-15%	0
CCN(CC)CCCN(Cc1cc2cc3c(cc2[nH]c1=O)OCCO3)C(=O)Nc1ccccc1	+	5%	4%	9	8%	-4%	2%	0%	10
Cc1c(C(=O)NCCCN2CCOCC2)sc2ncnc(N3CCN(c4ccccc4)CC3)c12	i	4%	7%	6	-5%	-7%	1%	-2%	1
CC(=O)N1c2ccccc2C(=O)OC1c1cccnc1 (stereo not given)	i	8%	12%	6	-8%	-5%	-2%	-29%	13
CCCCOC(=O)c1ccc(NC(=O)C2CCCO2)cc1 (stereo not given)	i	4%	6%	8	2%	-5%	1%	-2%	4
CC(=O)C1=C(O)C(=O)N(c2cc(C(C)(C)C)on2)C1c1ccc(Br)cc1 (stereo not given)	i	10%	-1%	4	23%	-3%	-14%	20%	0
CCOc1ccc(C2C(C(=O)OC)=CN(CCOC)C=C2C(=O)OC)cc1	/	-6%	/	6	-4%	-3%	-10%	-19%	0	PMK inhibit pilot replicates=1.5;MK inhibit pilot replicates=5.0
